Screening data: PubChem, Southern Research Specialized Biocontainment Screening Center
PhoP GFP inhibition: Inhibition of PhoP regulon, Salmonella typhi GFP reporter cells, confirmation, 4 h (AID 1850); Salmonella Typhi PhoP-promoter GFP reporter, fluorescence, 4 h; higher % means a stronger effect; inhibition, % at 50 µM, or IC50 in µM where a hit was titrated; actives 0.33% (n = 310,000); in the data active = a potency from the dose series; inconclusive = inhibition mostly from about 25% at the one dose, without a potency; inactive = the rest, 99 in 100 with inhibition below about 19%;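 note: 0% = induced wells with vehicle and 100% = uninduced wells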
H1N1 NS1A inhibition: NS1A inhibition, H1N1 influenza, cell based functional assay (AID 504329); actives 0.3% (n = 340,000); one-dose inhibition, % at 12.5 µM; IC50 in µM for titrated hits; NS1A functional cell-based assay, percent inhibition; higher % means a stronger effect; in the data active = a potency from the dose series; inconclusive = inhibition above about 27% without an active follow-up result; note: strong numbers were not always called active
VEEV TC-83 Vero: inhibitors of VEEV TC-83 cytopathic effect, confirmation, Vero cells (AID 588727); Vero cells, VEEV TC-83 cytopathic effect inhibition; higher % means a stronger effect; inhibition, % at 20 µM; hits with a dose series show IC50 in µM; actives 0.13% (n = 350,000); in the data active = a potency from the dose series; inconclusive = inhibition mostly from about 14% at the one dose, without a potency; inactive = the rest, 99 in 100 with inhibition below about 12%; note: strong numbers were not always called active
H37Rv inhibition: M. tuberculosis growth inhibition, HTS (AID 449762); M. tuberculosis H37Rv growth inhibition, 7H9 media; higher % means a stronger effect; inhibition, % at 25 µM, or IC50 in µM where a hit was titrated; actives 0.59% (n = 330,000); in the data active = a potency from the dose series; inconclusive = inhibition above about 70% without an active follow-up result;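 note: bacterial growth assessed after seven days of incubation; strong numbers were not always called active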
M. tuberculosis: growth inhibition of non-replicating M. tuberculosis (AID 488890). Mycobacterium tuberculosis non-replicating, growth inhibition; higher % means a stronger effect. inhibition, % at 25 µM, or IC50 in µM where a hit was titrated. actives 0.39% (n = 320,000); in the data active = a potency from the dose series; inconclusive = inhibition mostly from about 82% at the one dose, without a potency; inactive = the rest, 99 in 100 with inhibition below about 76%;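 note: plate controls were DMSO cells for no effect and high antibiotic wells for full effect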
VEEV TC-83 Vero 10K pilot screen: further read-out of VEEV TC-83 Vero, marked with its call; inhibition, %; measured here: 10K pilot screen inhibition
The depositor's hits bear a star; i = inactive; ? = inconclusive; . = no result given.

SMILES	PhoP GFP inhibition	H1N1 NS1A inhibition	VEEV TC-83 Vero	H37Rv inhibition	M. tuberculosis	others
C=CCOc1ccccc1CN1CCN(CCc2ccccc2)C(CCO)C1 (stereo not drawn)	-2%	-7%	i	-2%	31%
COc1ccccc1CNc1nc(S(=O)(=O)c2ccccc2)c(Cl)s1	2%	-3%	0.8%	4%	-8%
COc1ccc2oc(C(=O)OCC(=O)NCc3ccc(OC)c(OC)c3)c(C)c2c1	.	-5%	5.2%	.	.
CC1CC(C)C[N+](=C2C=C(N3CCCC3)CC(C)(C)C2)C1 (stereo not drawn)	.	13%	i	.	.
Cc1cc(NC(=O)CS(=O)(=O)c2c[nH]c3ccccc23)no1	-6%	1%	0.8%	4%	44%
Cc1cc(C(=O)Nc2ccncc2)c2ccccc2n1	-8%	-7%	5.0%	2%	13%
O=C(c1ccc(O)cc1)c1ccc(C(=O)c2ccc(O)cc2)cc1	4%	-19%	i	-10%	4%
Cc1nc2ccc(-c3nc4ccccc4o3)cc2[nH]1	-5%	-36%	8.9%	9%	16%
O=C(CNC(=O)c1ccc(Cl)cc1Cl)OCC(=O)N1CCN(c2ccccc2)CC1	-3%	14%	1.5%	-2%	7%
C=CCOC(=O)c1c(C)nc2cc3c(cc2c1C)OCO3	-3%	6%	2.3%	0%	19%
COC(=O)C1CSC(C(=O)OC)N1C(=O)Nc1ccc(Cl)cc1 (stereo not drawn)	10%	-3%	0.9%	-7%	-22%
Cc1sc(N)nc1-c1ccc2c(c1)OCCO2	-1%	-20%	0.6%	0%	7%
COc1ccc(C)cc1NC(=O)CSc1nnc2ccc(-c3ccccn3)nn12	5%	10%	3.8%	-19%	-15%
O=C(NC1CCCCC1)C(c1ccc(F)cc1)N(Cc1ccco1)C(=O)c1csnn1 (stereo not drawn)	-2%	4%	i	-3%	16%
COc1ccccc1N(CC(=O)NC1CCCCC1C)S(=O)(=O)c1cccs1 (stereo not drawn)	.	-17%	i	8%	5%
Cc1cc(C)n(CCN(C)C(=O)C2CCC(=O)N(CCN3CCOCC3)C2)n1 (stereo not drawn)	7%	-3%	0.9%	2%	-1%
CC1(C)C2CCC(C2)C1(C)NC(=O)CNCC1CCCCC1 (stereo not drawn)	-2%	4%	i	5%	34%
Cc1ccccc1CNC(=O)c1ccc(CSCc2ccccc2)cc1	1%	-13%	1.8%	6%	17%
COc1ccc2[nH]c(C(=O)O)c(NC(=O)c3ccccc3[N+](=O)[O-])c2c1	-4%	13%	0.1%	-2%	-11%
CC(C)n1cc(NC(=O)COc2ccccc2Cl)cn1	-7%	8%	1.4%	0%	7%
CSCCC(NC(=O)c1ccco1)C(=O)NCc1ccc2c(c1)OCO2 (stereo not drawn)	.	-8%	5.8%	.	.
CC(=O)c1cccc(OCC(=O)Nc2ccccc2N2CCOCC2)c1	.	8%	8.2%	6%	8%
CC1CCCCN1Cc1c(O)ccc2c(=O)c(-c3nc4ccccc4s3)coc12 (stereo not drawn)	12%	21%	8.5%	6%	30%
CC(=O)c1cccc(NC(=O)C(C)OC(=O)c2cccc(-n3cnnn3)c2)c1 (stereo not drawn)	-3%	-10%	1.3%	-4%	-4%
COc1cccc(CN2CCNC(=O)C2CC(=O)O)c1OC (stereo not drawn)	-15%	9%	1.0%	-12%	.
New compounds follow
SMILES	PhoP GFP inhibition	H1N1 NS1A inhibition	VEEV TC-83 Vero	H37Rv inhibition	M. tuberculosis	others
CCOc1ccc(OCCC(=O)OCC(=O)Nc2cc(C)nn2-c2ccccc2)cc1	-5%	9%	i	0%	2%
COc1ccc(C2C(C(=O)Nc3cccc(C)n3)CCC(=O)N2c2ccc(OC)cc2)cc1 (stereo not drawn)	11%	.	.	-2%	2%
CN(C)CCOC1c2ccccc2CCc2ccc3ccccc3c21 (stereo not drawn)	12%	0%	i	-1%	59%
O=C(O)c1ccc(S(=O)(=O)N2CCC(Cc3ccccc3)CC2)cc1	-1%	4%	1.0%	-6%	-6%
O=C(Cc1n[nH]c(=O)c2ccccc12)OCC(=O)c1ccc2c(c1)OCCO2	-6%	12%	7.1%	-4%	18%	VEEV TC-83 Vero 10K pilot screen=7.8
CC(C)(CNC(=O)c1ccc(Cl)c(S(=O)(=O)N2CCc3ccccc3C2)c1)N1CCOCC1	-1%	12%	2.5%	1%	8%
CCNC1CCS(=O)(=O)C1 (stereo not drawn)	0%	-2%	9.7%	6%	-2%
CCC1(c2ccccc2)NC(=O)N(CC(=O)Nc2ccccc2N2CCCCC2)C1=O (stereo not drawn)	-5%	-3%	6.0%	-3%	49%
Cc1ccc(S(=O)(=O)N2CCN(Cc3ccco3)CC2)cc1C	-2%	-7%	i	-5%	0%
O=C(Nc1ccc(Br)cc1)N1CCCCCCC1	1%	3%	i	-4%	15%
COCCNC(=O)c1c[nH]n2c(=O)cc(C3CCN(C(=O)OC(C)(C)C)CC3)nc12	-9%	-8%	4.0%	-7%	.
Cc1ccc(-c2nn(C)c(=O)c3ccccc23)cc1S(=O)(=O)N1CCOCC1	-4%	2%	2.9%	-2%	-5%
CN(CC(=O)Nc1cccc(F)c1)C(=O)CCCc1nc2ccccc2c(=O)[nH]1	4%	-12%	0.5%	-1%	12%
Clc1ccc(SCCCN2CCCCC2)cc1	9%	-5%	3.2%	-1%	.
COc1ccc(/C=C/C(=O)NNC(=O)c2ccncc2)c(OC)c1	.	-8%	5.6%	1%	-7%
CCn1c(SCC(=O)Nc2ccccc2F)nc2c(c1=O)SC(C)C2 (stereo not drawn)	-5%	4%	0.9%	-5%	14%
CC(C)(C)c1ccc(C(=O)Nc2ccc(O)c3c(=O)cc(-c4ccccc4Cl)oc23)cc1	-3%	2%	1.6%	-7%	-7%
Cc1ccccc1Cc1c(C)nc2nc(SCC(=O)NCCCN3CCCC3)nn2c1C	-14%	12%	2.2%	-8%	40%
O=C(Nc1cccc(Cl)c1)C1CCN(C(=O)c2cccs2)CC1	9%	7%	2.0%	4%	-2%
CC(C)OC(=O)c1cccc(-c2ccc(C=O)o2)c1	-4%	-3%	0.5%	-2%	?
Cc1ccc(/C=N/n2c(C)nc3ccccc3c2=O)s1	25%	.	.	2%	.
CC(=O)Nc1ccc(/C=C(\C#N)S(=O)(=O)c2ccc(C)cc2)cc1	.	6%	0.1%	-5%	3%
CC(C)[Si]1(C(C)C)OCC2OC(n3cnc4c(N)ncnc43)C(N)C2O[Si](C(C)C)(C(C)C)O1 (stereo not drawn)	.	-1%	?	.	.
COc1ccc(-c2[nH]ncc2CN2CCCCCCC2)c(OC)c1	9%	13%	i	2%	i
CCc1cccc(NC(=S)N(CCCN2CCOCC2)C(C)c2cc3cccc(OC)c3o2)c1 (stereo not drawn)	2%	16%	1.8%	11%	-2%
New compounds follow
SMILES	PhoP GFP inhibition	H1N1 NS1A inhibition	VEEV TC-83 Vero	H37Rv inhibition	M. tuberculosis	others
CCc1ccc(C(=O)NNc2ccc(C)c(Cl)c2)cc1	-11%	.	1.6%	?	73%
Cc1n[nH]c(=O)c2c(NC(=O)CSc3nc4ccccc4c(=O)n3CCCOC(C)C)oc(C)c12	-11%	-20%	8.9%	-6%	2%
COCC1CCCN(C(=O)c2ccc3oc(CCCc4ccccc4)nc3c2)C1 (stereo not drawn)	-13%	-2%	0.7%	-7%	4%
COc1ccc(OC(=O)c2cnn(-c3ccccc3)c2C)cc1	5%	-24%	7.2%	?	?
CCOC(=O)N1CCN(C(=O)CCn2nc(-c3ccccc3)ccc2=O)CC1	3%	-1%	i	2%	-8%
CCOc1ccc(C2C(C(=O)O)CCC(=O)N2C2CCCCC2)cc1 (stereo not drawn)	-2%	-1%	1.3%	-4%	7%
CCOC(=O)C(C)Oc1ccc(C2NC(=O)NC(C)=C2C(C)=O)cc1Br (stereo not drawn)	2%	-5%	1.0%	4%	19%
COC(=O)c1cnc(SCc2ccc([N+](=O)[O-])cc2)n1C	-7%	.	4.8%	3%	-20%
CS(=O)(=O)c1ccc(-c2cc(Br)sc2-c2ccc(F)cc2)cc1	10%	.	.	62%	18%
Cc1cc(C)cc(C(=O)Nc2ccc(N3CCCC3)cc2)c1	-3%	8%	2.5%	-6%	33%
O=C(Nc1ccc2c(c1)OCCO2)C1CCN(c2ncccn2)CC1	-2%	1%	1.6%	-1%	-11%
Fc1ccccc1-c1nc(N2CCCCC2)c2ccccc2n1	6%	-13%	0.0%	20%	60%
Cc1ccc(NC(=O)c2cccc(S(=O)(=O)N3CCN(c4ccc(F)cc4)CC3)c2)nc1	0%	4%	1.6%	-1%	12%
CCC(C)NC(=O)c1cc(-c2ccc3c(c2)OCO3)on1 (stereo not drawn)	-10%	-7%	2.0%	5%	7%
Nc1ccc(Br)c2cccnc12	4%	5%	0.7%	?	i
COc1ccc(NC(=O)C2CCN(S(=O)(=O)c3cccc4nonc34)CC2)cc1	-5%	-3%	1.2%	-3%	-8%
Cc1ccc(NC(=S)NC(=O)c2ccc(F)cc2)cc1S(=O)(=O)Nc1cccc(Cl)c1	0%	-7%	0.8%	0%	28%
O=C(c1cnccn1)N1CCN(C/C=C/c2ccccc2)CC1	-11%	-8%	1.2%	0%	4%
Cc1ccc(-c2cccc([C@H]3[C@@H]4C=CC[C@@H](C)[C@@H]4C(=O)N3Cc3ccccc3)c2)cc1	.	-8%	i	.	.
CC(=O)c1ccc(NS(=O)(=O)c2cccc(C(=O)Nc3ccccc3C(=O)O)c2)cc1	-2%	24%	1.6%	1%	26%
CCCCn1c(O)c(C(C)=Nc2ccc3c(c2)CCC3)c(=O)[nH]c1=O	5%	6%	0.1%	-10%	11%
COc1cc2c(cc1NC(=O)c1cccc(S(=O)(=O)N(C)C)c1)oc1ccccc12	2%	-1%	0.9%	9%	-3%	VEEV TC-83 Vero 10K pilot screen=5.6
CCC1(C)Cc2ccccc2-c2[nH][nH]c(=O)c21 (stereo not drawn)	3%	0%	2.1%	25%	?
CN1CCc2c(n(CC(O)CN3CCN(CCO)CC3)c3ccccc23)C1=O (stereo not drawn)	6%	-2%	0.9%	-3%	-1%
CC(=O)N1[C@H](Cc2ccccc2)C=C[C@]1(C)C(=O)NCc1ccc(C)o1	-4%	0%	0.6%	?	6%
O=c1cc(CSc2ccc(Cl)cc2)nc(-c2ccccc2)[nH]1	3%	.	3.2%	6%	-16%

Molecules listed so far with an NH in an aromatic ring:
SMILES	PhoP GFP inhibition	H1N1 NS1A inhibition	VEEV TC-83 Vero	H37Rv inhibition	M. tuberculosis	others
Cc1cc(NC(=O)CS(=O)(=O)c2c[nH]c3ccccc23)no1	-6%	1%	0.8%	4%	44%
Cc1nc2ccc(-c3nc4ccccc4o3)cc2[nH]1	-5%	-36%	8.9%	9%	16%
COc1ccc2[nH]c(C(=O)O)c(NC(=O)c3ccccc3[N+](=O)[O-])c2c1	-4%	13%	0.1%	-2%	-11%
O=C(Cc1n[nH]c(=O)c2ccccc12)OCC(=O)c1ccc2c(c1)OCCO2	-6%	12%	7.1%	-4%	18%	VEEV TC-83 Vero 10K pilot screen=7.8
COCCNC(=O)c1c[nH]n2c(=O)cc(C3CCN(C(=O)OC(C)(C)C)CC3)nc12	-9%	-8%	4.0%	-7%	.
CN(CC(=O)Nc1cccc(F)c1)C(=O)CCCc1nc2ccccc2c(=O)[nH]1	4%	-12%	0.5%	-1%	12%
COc1ccc(-c2[nH]ncc2CN2CCCCCCC2)c(OC)c1	9%	13%	i	2%	i
Cc1n[nH]c(=O)c2c(NC(=O)CSc3nc4ccccc4c(=O)n3CCCOC(C)C)oc(C)c12	-11%	-20%	8.9%	-6%	2%
CCCCn1c(O)c(C(C)=Nc2ccc3c(c2)CCC3)c(=O)[nH]c1=O	5%	6%	0.1%	-10%	11%
CCC1(C)Cc2ccccc2-c2[nH][nH]c(=O)c21 (stereo not drawn)	3%	0%	2.1%	25%	?
O=c1cc(CSc2ccc(Cl)cc2)nc(-c2ccccc2)[nH]1	3%	.	3.2%	6%	-16%
